# CHO-K1 Ca antag – nonselective inhibitor or artifact in parental CHO-K1 cells; ATP-induced calcium, Fluo-8 fluorescence; AID 602250; inhibition, % at 3 µM; actives 0.6% (n = 360,000);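 active means inhibition above a per-plate cutoff, the plate's mean sample inhibition plus 3 SD, cut at about 24% in these data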;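 further: 0% = DMSO plus EC80 ATP and 100% = DMSO alone without ATP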
# CHRM1 PAM – positive allosteric modulators of human M1 muscarinic receptor | actives 0.088% (n = 360,000) | P11229 | CHO-K1 hM1, Fluo-8 calcium fluorescence, ACh EC20; 0% = ACh EC20, 100% = maximal ACh | activation, % at 3 µM; in the data active means activation above about 19%, passing the limit was not always enough
# M4 antag – CHRM4 antagonism in calcium assay; inhibition, % at 3 µM; P08173; AID 624125; CHO-hM4 cells, ACh EC80, Fluo-8 calcium fluorescence; actives 0.73% (n = 360,000);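 active means inhibition above its plate's cutoff, the mean inhibition of sample wells plus 3 SD, cut at about 27% in these data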;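 further: 0% = acetylcholine EC80 with DMSO and 100% = DMSO without agonist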
# Target sequence (P08173 whole entry, looked up): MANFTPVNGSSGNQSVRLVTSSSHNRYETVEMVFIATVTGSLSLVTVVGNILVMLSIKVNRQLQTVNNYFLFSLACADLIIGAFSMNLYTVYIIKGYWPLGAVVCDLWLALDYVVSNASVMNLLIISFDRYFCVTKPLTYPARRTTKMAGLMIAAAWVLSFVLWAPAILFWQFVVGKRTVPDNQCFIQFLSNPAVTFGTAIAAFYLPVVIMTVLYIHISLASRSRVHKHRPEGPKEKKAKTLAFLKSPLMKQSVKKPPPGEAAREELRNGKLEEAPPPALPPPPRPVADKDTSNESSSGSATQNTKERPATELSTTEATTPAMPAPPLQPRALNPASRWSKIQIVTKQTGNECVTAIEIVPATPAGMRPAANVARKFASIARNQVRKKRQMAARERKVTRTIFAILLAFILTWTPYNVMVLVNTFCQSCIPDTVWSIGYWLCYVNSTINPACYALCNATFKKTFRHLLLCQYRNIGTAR
# M1 ag – activates human CHRM1 receptor | P11229 | CHO-K1 hM1, Fluo-8 calcium fluorescence, agonist mode; 0% DMSO, 100% acetylcholine EC100 | activation, % at 3 µM | actives 0.33% (n = 360,000) | AID 588814;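 active means activation above the run's mean compound activation plus 3 SD, cut at about 16% in these data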;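 further: peak over basal fluorescence ratio within a 140 s kinetic read after compound addition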
# OXTR potentiator – potentiators of human oxytocin receptor; activation, % at 3 µM; actives 0.061% (n = 320,000); P30559; CHO-OTR cells, Fluo-8 calcium fluorescence, potentiator mode; 0% = oxytocin EC15, 100% = EC100; AID 2445;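 active means activation above that plate's cutoff, the mean activation of tested compounds plus 3 SD, cut at about 6.6% in these data, passing the limit was not always enough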;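 further: 100% uses oxytocin at 75 nM as the full agonist control; some results filed as inactive read as strong as hits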
# Target sequence (P30559 whole entry, looked up): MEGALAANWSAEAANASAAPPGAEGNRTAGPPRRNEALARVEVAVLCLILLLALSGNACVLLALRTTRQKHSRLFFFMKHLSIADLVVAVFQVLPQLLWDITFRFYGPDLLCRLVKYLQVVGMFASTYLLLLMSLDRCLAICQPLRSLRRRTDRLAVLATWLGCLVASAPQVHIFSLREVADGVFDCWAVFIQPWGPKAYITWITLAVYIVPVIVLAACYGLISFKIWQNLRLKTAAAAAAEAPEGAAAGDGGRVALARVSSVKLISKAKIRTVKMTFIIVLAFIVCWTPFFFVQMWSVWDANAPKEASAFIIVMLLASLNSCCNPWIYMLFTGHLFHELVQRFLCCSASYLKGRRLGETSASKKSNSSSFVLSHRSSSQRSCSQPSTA
#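 test system = CHO-OTR cells, human receptor | compound = single-point 3.0 µM | schedule = 6 min compound pre-incubation at room temperature, 100 s kinetic read | signal = Fluo-8 no-wash calcium dye fluorescence, excitation 470-495 nm, emission 515-575 nm | repeats = single well per compound, singlicate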
# M1 antag – blocks human M1 muscarinic receptor; P11229; CHO-K1 hM1, Fluo-8 calcium fluorescence, ACh EC80 antagonist; inhibition, % at 3 µM; actives 1.3% (n = 360,000);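 active means percent inhibition above its own plate's cutoff, namely the mean of that plate's compound wells plus 3 SD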;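 further: peak over basal fluorescence ratio during 140 s after agonist addition; 0% = ACh EC80 plus DMSO and 100% = DMSO alone without agonist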
# CHRM4 agonist – agonists of human muscarinic M4 receptor (CHRM4); P08173; CHO-K1 hM4/Gqi5, Fluo-8 calcium fluorescence; vehicle 0%, full acetylcholine response 100%; activation, % at 3 µM; actives 0.14% (n = 360,000);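 active means activation above the run mean over all test wells plus 3 SD, cut at about 32% in these data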;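 further: peak over basal fluorescence ratio per well then scaled between controls; 0% = DMSO wells and 100% = acetylcholine at EC100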
# M1 ag parental – counter-screen for M1 agonists: effect in parental CHO-K1 cells; Fluo-8 calcium fluorescence; scaled to maximal ATP response, vehicle zero; activation, % at 3 µM; actives 0.48% (n = 360,000); AID 602248; in the data active means activation above about 15%;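 further: untransfected CHO-K1 host cells lacking M1 receptor as counterscreen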
# CHO parental Ca – signal in parental CHO cells, OX1R antagonist counter-screen; parental CHO-K1, ATP-induced calcium, Fluo-8 fluorescence; inhibition, % at 5.6 µM; actives 0.63% (n = 330,000); AID 463079;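 active means inhibition above that plate's mean sample inhibition plus 3 SD, cut at about 26% in these data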;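 further: 0% = ATP-challenged DMSO wells and 100% = DMSO wells without ATP; some compounds past the cut are filed as inactive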
#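 Test system: untransfected parental CHO cell line. Compound: one dose, 5.6 µM nominal. Detection: intracellular calcium via Fluo-8 no-wash fluorescent dye. Measure: % inhibition. Benchmarks: ATP-challenged DMSO wells low, unchallenged DMSO wells high.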
# Active calls of the source: *; · = not tested or not shown. Not a hit list; 2.9% or so of the library scored in one or more.
SMILES,CHO-K1 Ca antag,CHRM1 PAM,M4 antag,M1 ag,OXTR potentiator,M1 antag,CHRM4 agonist,M1 ag parental,CHO parental Ca
CCCCn1c(N)c(N(CC(C)C)C(=O)CCNC(=O)c2ccc(Cl)cc2)c(=O)[nH]c1=O,-3,5,8,-3,-1,6,1,1.1,-6
COc1ccc2c(c1)c(C(=O)N/N=C/c1ccc(O)c(O)c1)c(C)n2C,-10,9,3,2,5,-10,1,-0.3,-7
Cc1ccc(NC(=O)COc2coc(CN3CCN(c4ccccc4)CC3)cc2=O)cc1,12,2,-2,-3,-5,2,1,0.6,-12
Cc1cccc(NC(=O)CCNS(=O)(=O)c2cccc3nonc23)c1C,2,9,-1,5,-1,1,1,-0.1,-5
CC(=O)c1ccccc1OCCCOc1cccc2cccnc12,-12,-6,4,-4,-3,0,10,8.1,-19
Cc1cc(NS(=O)(=O)c2ccc(NC(=S)NC(=O)c3ccc(Cl)cc3Cl)cc2)no1,0,3,-5,-2,1,-33,0,0.4,-2
Cc1cc(Br)ccc1OCc1nnc(-c2ccccc2)o1,-9,-2,7,-4,·,0,-1,0.3,·
COC(=O)c1ccc(Cl)c(S(=O)(=O)N2CCCC2)c1,4,8,0,-7,-1,-4,0,0.3,-3
Cc1nn(CCOc2ccccc2)c(=O)n1-c1ccccc1,4,5,1,-4,-1,-2,1,0.5,-2
Cc1ccc(NC(=O)C2CCN(S(=O)(=O)c3cccc(C(F)(F)F)c3)CC2)nc1,0,2,-21,-6,1,-5,2,0.4,-13
CCCCn1c(N)c(N(CCOC)C(=O)c2cnc(C)cn2)c(=O)[nH]c1=O,4,5,7,-3,-8,-6,0,6.2,16
Nc1c(C(=O)c2ccc(Cl)cc2)sc2c1c(=O)[nH]c(=O)n2-c1ccccc1,7,2,-1,-3,-13,-1,-2,0.1,-10
CCC(c1nnnn1CS(=O)(=O)c1ccc(C)cc1)N1CCC(C(N)=O)CC1 (stereo not given),-6,5,-1,-3,-3,-6,2,0.7,-2
O=C(c1ccccc1)c1ccc(Cn2cc(-c3ccccc3)nn2)cc1,10,-15,19,-2,-21,33,13,8.2,21
CCOC(=O)[C@]12CCCC=C1N(Cc1ccco1)C(=O)[C@H](CC(=O)NCc1ccc(OC)c(OC)c1)C2,-25,·,11,·,·,·,0,-0.5,·
COc1ccc(CNC(=O)c2ccc(N3CCC4(CC3)CC(c3ccc(Cl)cc3)=NO4)c(NC(=O)c3ccccc3)c2)cc1,-10,0,10,-4,0,3,-2,0.1,-23
Cc1noc(C)c1S(=O)(=O)N1CCC(C(=O)N2CCN(c3ccc(Cl)cc3)CC2)CC1,-3,0,5,-1,-15,2,8,4.3,4
COc1ccc(S(=O)(=O)N(C)CC(=O)Nc2c(F)cccc2F)cc1,-6,0,-7,-4,-6,-10,0,-0.5,-3
Cc1cc(=O)n(CCC(=O)O)c2ccccc12,9,4,2,-3,4,0,0,0.1,-6
CCN1C(=O)C(=O)N(CC(=O)NC(C)CCc2ccccc2)C1=O (stereo not given),-7,6,3,-3,1,-4,1,0.0,-21
COc1ccc(CCN2CN(S(=O)(=O)c3ccccc3)c3nc4ccccc4nc32)cc1,-3,6,-3,-8,-4,-7,3,1.5,-8
Cc1cc(NC(=O)COc2ccc(Cl)cc2Cl)n(CCC#N)n1,-13,7,3,-1,-6,-12,4,3.1,-2
OC(Cc1cccc(Br)c1)c1ncc(-c2ccccc2C(F)(F)F)[nH]1 (stereo not given),-17,3,-1,5,·,-7,5,1.3,·
N#Cc1nc(Cc2cccc3ccccc23)oc1NCCCn1ccnc1,-5,-4,9,-3,-8,-1,4,1.6,-17
CCOC(=O)N1CCC(NC(=O)C2=CCN(S(=O)(=O)c3ccc(OC)cc3)CC2)CC1,-3,9,-5,-5,-4,-11,1,1.1,4
COc1ccccc1Nc1nc(-c2sc(NC(=O)CC(C)C)nc2C)cs1,0,19,-7,3,-3,-1,1,-0.6,-15
CCCCN1C(=O)C(CC(=O)NCCc2ccccn2)CC(C(=O)N2CCOCC2)=C1C (stereo not given),-9,11,-7,-2,·,-14,0,0.6,·
COc1ccc(C(=O)NC(=O)COC(=O)C2CC2C)cc1 (stereo not given),-5,4,5,-1,-4,-6,2,0.2,4
CCOC(=O)c1c(C)[nH]c(C(=O)N/N=C\c2ccccc2O)c1C,-8,-11,-1,5,-5,7,12,10,-3
CC1=C(C(=O)N2CCN(C(=O)c3ccco3)CC2)C2(CCC(C)CC2)OC1=O (stereo not given),10,4,-6,-6,-8,-11,1,0.5,-2
Cn1c(C(=O)O)c(C=O)c2ccccc21,-7,6,-7,-3,-4,-4,0,0.2,12
O=C1CCC(=O)N1OCCCCOc1ccccc1,-15,-5,-9,-4,-12,1,1,1.3,-1
N#Cc1ccccc1NC(=O)CN1CCN(Cc2ccccc2)CC1,8,3,-13,-7,-8,-2,2,-0.2,-5
Cc1ccsc1C1NC(=O)c2c(sc3c2CCCC3)N1 (stereo not given),-38,-3,-2,-3,-6,4,6,2.8,-9
Cc1nc(Nc2ccc(S(N)(=O)=O)cc2)sc1-c1ccccc1,-8,5,5,-3,-9,3,4,2.4,-10
O=C(CCSc1ccc(Cl)cc1)N1CCN(S(=O)(=O)c2ccccc2)CC1,-8,-5,7,-2,-12,-5,11,5.2,-9
CC1(C)NC(=O)N(CCOc2ccc3c(c2)CCC3)C1=O,-28,1,-2,-2,1,5,1,0.3,-6
O=c1oc2ccc(NS(=O)(=O)c3cccc4cccnc34)cc2s1,-9,3,-4,-2,-12,-4,8,4.8,-7
COc1ccc([N+](=O)[O-])cc1NC(=O)C(C)OC(=O)C1CC(=O)N(Cc2ccco2)C1 (stereo not given),3,7,-8,-3,1,-5,0,0.1,2
CCOC(=O)c1ccc(S(=O)(=O)n2c(CN3CCCCC3)nc3ccccc32)cc1,-5,7,12,-3,-8,-5,-2,-0.2,-17

# Two consecutive records from above:
SMILES,CHO-K1 Ca antag,CHRM1 PAM,M4 antag,M1 ag,OXTR potentiator,M1 antag,CHRM4 agonist,M1 ag parental,CHO parental Ca
Cc1ccsc1C1NC(=O)c2c(sc3c2CCCC3)N1 (stereo not given),-38,-3,-2,-3,-6,4,6,2.8,-9
Cc1nc(Nc2ccc(S(N)(=O)=O)cc2)sc1-c1ccccc1,-8,5,5,-3,-9,3,4,2.4,-10

# (listing goes on)
SMILES,CHO-K1 Ca antag,CHRM1 PAM,M4 antag,M1 ag,OXTR potentiator,M1 antag,CHRM4 agonist,M1 ag parental,CHO parental Ca
O=C(O)Cc1ccc(C(=O)c2ccc(Cl)cc2)s1,-2,4,4,-2,-8,-18,0,0.1,-13
Cc1cc(=O)oc2c3c(cc(OCC(=O)NCCN4CCOCC4)c12)OC(C)(C)CC3,6,-2,4,-2,2,-7,2,0.4,-10
CCNC(=O)Cc1ccc(S(=O)(=O)N2CCOCC2)s1,4,0,2,-1,-1,5,1,0.7,-3
CCC(C(=O)NC1CCCCC1)N(Cc1cccs1)C(=O)c1snc(C(N)=O)c1N (stereo not given),-4,-9,-8,-4,-3,5,15,4.5,-21
CSc1ccc(Cl)c(C(=O)OCC(=O)NC2CC2)c1,-11,4,-1,-3,-9,-28,1,0.6,-12
COc1ccc(-c2csc(C(O)(c3ccccc3)C(F)(F)F)n2)cc1 (stereo not given),-9,-4,-2,-8,·,-1,0,-0.2,·
COc1ccc(CC(=O)OC(C)CN2CCCCC2)cc1 (stereo not given),-1,3,7,-10,1,-7,0,0.2,-18
O=C(O)c1ccccc1C(=O)Nc1cc(-c2ccccc2)[nH]n1,-10,2,14,-2,-4,-3,-1,0.3,-8
COc1ccccc1/C=C1\Oc2cc(OC(=O)N3CCOCC3)ccc2C1=O,18,2,-6,-3,-2,-7,1,0.2,-11
CC(=O)c1cnc(Nc2ccccc2)s1,-5,9,3,-4,-17,-1,0,0.5,7
CC1CCCC(C)N1C(=O)CN1C(=O)NC2(CCOc3ccccc32)C1=O (stereo not given),6,8,-8,0,·,-10,1,0.6,·
O=Cc1cn(CC(=O)N2CCOCC2)c2ccccc12,-14,-2,8,-4,-3,7,1,0.3,-9
COc1cc(CNc2ncnc3c2ncn3[C@H]2CN(Cc3ccc(F)cc3)C[C@@H](CO)O2)cc(OC)c1OC,0,-9,-2,-2,·,9,11,3.8,·
Cc1ccc(C)c(S(=O)(=O)N2CCCOC2CNC(=O)C(=O)NCc2ccc3c(c2)OCO3)c1 (stereo not given),-8,-3,-27,-3,-3,11,8,7.0,-10
CC(=O)NCCC1CCN(c2nc3nonc3nc2N(C)Cc2ccccc2)CC1,-7,2,3,-6,2,-5,1,0.4,-18
O=C(O)c1ccc(CCCc2ccccc2)cc1,-1,0,4,-2,·,2,1,0.2,·
CN(Cc1cc(-c2ccccc2)on1)C(=O)c1cc(COc2c(F)cccc2F)on1,-8,-7,4,-3,-20,-1,2,2.1,3
O=C(CSc1nc2ccccc2c(=O)n1-c1ccc(F)cc1)NC1CCS(=O)(=O)C1 (stereo not given),-7,12,3,-1,·,-8,1,0.6,·
CS/C(=C/[N+](=O)[O-])Nc1cccc2c1C(C)CC2(C)C (stereo not given),-11,11,0,-9,-3,-9,-1,-0.2,-3
OCCOCCn1c(-c2ccccc2)nc(=S)c2c1CCCC2,-3,6,-9,-13,-7,-4,0,-0.6,-5
COC(=O)c1ccc(C(c2c(N)n(Cc3ccccc3)c(=O)n(C)c2=O)N2CCOCC2)cc1 (stereo not given),-8,6,-6,-2,-20,-3,1,0.1,0
O=C(CCNS(=O)(=O)c1ccccc1F)OCc1ccccc1Cl,-9,-8,-2,7,-7,4,14,4.4,-5
C/C(=N\N=C(c1ccccc1)c1ccccc1)c1ccco1,3,-1,0,-4,-3,1,-1,0.5,-2
CS(=O)(=O)NCCCc1ccccc1,-3,4,7,-3,-3,-4,-1,1.3,-11
CC(=O)c1cccc(N(CC(=O)N2CCCCC2)S(C)(=O)=O)c1,-9,7,3,-3,-6,-4,0,0.7,-1
CC(=O)Nc1ccc(S(=O)(=O)NCCN2CCOCC2)cc1,-7,6,10,-3,0,-5,0,0.5,1
Nc1nc(CSC(=S)N2CCOCC2)nc(Nc2ccccc2)n1,-14,11,-10,0,-6,-18,1,0.1,-13
COc1ccc(S(=O)(=O)N2CCOCC2)cc1NC(=O)CSc1ncccn1,-7,7,7,0,5,-13,1,0.3,-12
O=C1Nc2cc(Cl)cnc2N2CCCC12 (stereo not given),12,-2,6,-4,-2,4,0,0.2,-2
CN(C(=O)Cn1nnc(-c2ccccc2)n1)C1CCS(=O)(=O)C1 (stereo not given),-1,4,-3,-3,-4,-12,1,0.6,1
O=C1C=C(c2ccc(F)cc2OCc2ccccc2)C[C@@H](c2ccc(Cl)cc2)C1,-3,17,3,2,8,-11,0,-0.1,-14

# Screening data deposited in PubChem by The Scripps Research Institute Molecular Screening Center.
